# TbPYK inhibitor – inhibitors of Trypanosoma brucei pyruvate kinase; Q57TT1; TbPYK enzyme, Kinase-Glo Plus ATP luminescence, 45 min; Potency, µM (series often up to 76.8 µM), inactives show top-dose activity, negative = inhibition, most hits filed as inhibitors; 0.12% of 410,000 active; AID 624173; also: potency is read from the fitted curve at half-maximal effect; % is scaled to controls: 0 for no effect and ±100 for the full control effect; nearly all actives have a fitted effect of over 50% in size
#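 T. brucei PYK with substrate was exposed to pin-transferred compounds across a concentration series, then started with 130 uM ADP (final). After 45 min at room temperature, Kinase-Glo Plus luminescence was read, normalized and curve-fitted.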
# LmPK inh – blocks Leishmania mexicana pyruvate kinase activity; Q27686; purified LmPK, Kinase-Glo ATP luminescence, 1 h; Potency, µM (titrated, usually from 57.5 µM), inactives show at the highest dose activity change, negative = inhibition, most hits filed as inhibitors; 0.37% of 290,000 active; AID 1721; also: potency is read from the fitted curve at half-maximal effect; % is scaled to controls: 0 for no effect and ±100 for the full control effect
# Target sequence (Q27686 whole entry, looked up): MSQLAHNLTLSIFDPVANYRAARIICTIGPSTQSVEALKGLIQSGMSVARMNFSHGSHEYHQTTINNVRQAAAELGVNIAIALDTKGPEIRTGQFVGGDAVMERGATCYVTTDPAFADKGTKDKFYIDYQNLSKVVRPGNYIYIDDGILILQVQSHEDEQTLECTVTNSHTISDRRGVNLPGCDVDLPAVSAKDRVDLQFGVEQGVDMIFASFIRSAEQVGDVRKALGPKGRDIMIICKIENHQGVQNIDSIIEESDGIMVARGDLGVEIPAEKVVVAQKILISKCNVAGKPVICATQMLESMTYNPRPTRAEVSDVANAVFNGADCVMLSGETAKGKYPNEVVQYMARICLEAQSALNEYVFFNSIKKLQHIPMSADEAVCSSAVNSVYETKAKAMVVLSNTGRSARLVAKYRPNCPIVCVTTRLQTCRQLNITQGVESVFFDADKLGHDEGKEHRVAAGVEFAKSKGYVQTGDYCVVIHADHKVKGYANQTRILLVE
#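 Screened at intermediate enzyme activity to detect both inhibitors and activators: LmPK at 0.1 nM, with a 0.5 nM enzyme column as activation reference. PEP 0.5 mM, ADP 0.1 mM; ATP detected by luminescence after 1 h.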
# Shiga toxin inh – Shiga toxin inhibition. Vero cells, Shiga toxin protein synthesis inhibition reporter. inhibition, % at 38.7 µM. 9.2% of 290,000 active. AID 2315; in the data active = inhibition mostly above about 28%, no sharp cut-off; inactive = mostly below about 43%; also: 0% is about no effect
# Pf growth 96h – P. falciparum growth inhibition at 96 hour, primary screen for plastid delayed-death inhibitors | P. falciparum luciferase reporter growth, 96 h | Potency, µM (series often up to 28.7 µM), for the others: top-dose activity change, negative = inhibition, hits mostly inhibitors | 6.9% of 320,000 active; also: potency is read from the fitted curve at half-maximal effect; % is scaled to controls: 0 for no effect and ±100 for the full control effect
#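 Delayed-death screen, second-generation endpoint: infected erythrocytes, 2% hematocrit, 0.05% parasitemia final; 96 hours at 37 C, 5% CO2; luciferase detection reagent; luminescence decrease equals reduced growth.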
# Pf growth 48h – P. falciparum growth inhibition at 48 hours (one generation) | 5.9% of 310,000 active | Potency, µM (doses to about 28.7 µM), inactives show top-dose activity change, negative = inhibition, usual class: inhibitors | P. falciparum luciferase growth in erythrocytes, 48 h; also: potency is read from the fitted curve at half-maximal effect; % is scaled to controls: 0 for no effect and ±100 for the full control effect
#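 Compounds are pin-transferred into medium, infected erythrocytes (2% hematocrit, 0.1% parasitemia final) are added, and plates sit one parasite generation at 37 C in 5% CO2. Detection reagent is then added and luminescence measured.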
# Cycloheximide cs – counter-screen for Shiga toxin inhibitors: cycloheximide protein synthesis inhibition; cell reporter, cycloheximide protein synthesis inhibition counterscreen; max response, %; 12% of 300,000 active; in the data active = max response mostly above about 13%, no sharp cut-off; inactive = mostly below about 14%; also: read at 38.3 µM for the half of the compounds with a filed dose; 0% is about no effect
# HCV inhibitor – HCV inhibition. 3.4% of 340,000 active. Huh7.5.1 HCVcc-Cre infection, luciferase reporter, 44 h. Potency, µM (titrated, usually from 41.8 µM), for inactives: at the top dose activity change, negative = inhibition, hits mostly inhibitors; also: potency is read from the fitted curve at half-maximal effect; % is scaled to controls: 0 for no effect and ±100 for the full control effect
#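 Compounds are dispensed onto cells plated 4 h earlier at 1,000 per well, with HCVcc-Cre virus (about 0.5 moi) added next. Following 44 h of culture, luminescent signal is measured for 15 sec after 15 min with substrate at room temperature.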
# Numbers without * were called inactive; ? = inconclusive; / = not tested or not shown; [ ] = dose if it differs, or a comment. Unless noted, calls follow the shape of the dose curve; as a rule, active = well fitted curve in the direction sought with a large enough effect; inconclusive = small, poorly fitted or top-dose-only effect, or another doubt; inactive = no such curve, though single readings can be large; an effect the other way counts as inactive or inconclusive.
mol	TbPYK inhibitor	LmPK inh	Shiga toxin inh	Pf growth 96h	Pf growth 48h	Cycloheximide cs	HCV inhibitor
CCOC(=O)C(C)Sc1nc2c(c(-c3cccs3)c1C#N)CCC2 (configuration not stated)	1%	-2%	13	10µM*	?	-1	?
CSc1ccc(S(=O)(=O)N2CCCC2)cc1	-2%	12%	-2	/	-1%	1	1%
CCC(=O)N1c2ccc(S(=O)(=O)NCCc3ccc(C)cc3)cc2CC1C (configuration not stated)	-2%	-1%	2	?	20%	6	11%
NC(=O)c1nsc(C(=O)N(c2ccccc2)C(C(=O)NCC2CCCO2)c2ccc3ncccc3c2)c1N (configuration not stated)	1%	8%	-9	?	12µM*	-7	-14%
COc1ccc(N2CCN(C(=O)CNC(=O)c3cccs3)CC2)cc1	-3%	0%	-4	12%	18%	1	1%
CN(/N=C/c1ccc2c(c1)OCO2)c1nc(N2CCOCC2)nc(N2CCOCC2)n1	-6%	1%	-16	5%	7%	-7	?
O=C(NC1CCCCC1)C(c1ccccc1F)N(Cc1ccco1)C(=O)Cn1nnc2ccccc21 (configuration not stated)	3%	1%	10	4%	?	5	-16%
Cc1[nH]nc2nc(SCC(=O)NC3CCCCC3)n(-c3ccc(Br)cc3)c(=N)c12	-8%	-2%	-4	13µM*	-13%	-1	?
O=C(O)CCn1cc(C2CC(c3ccccc3)=NN2c2ccccc2)c(-c2ccccc2)n1 (configuration not stated)	-4%	-5%	17	-30%	?	0	21%
Nc1nc2ccc(C(=O)NCCOC(=O)C3CCCCC3)cc2s1	-7%	3%	-8	9%	5%	9	-3%
CC(=O)/C(=N/Nc1ccc(Br)cc1)N1CCCc2ccccc21	-5%	1%	-5	2%	16%	6	?
Cc1ccc2c(CN3CCC(C)CC3)cc(=O)oc2c1C	-10%	3%	123*	?	?	55*	-24%
NCCN1CCN(S(=O)(=O)c2ccc([N+](=O)[O-])cc2)C=C1c1ccc(Cl)cc1	-11%	/	/	13%	13%	/	-6%
CCCCCC(O)(CCCCC)C(=O)NNc1ccccc1	1%	-2%	-17	64%[activator]	-13%	-2	-14%
COc1cccc(C(C(=O)NC(C)(C)C)N(C(=O)CCC(=O)Nc2cc(C)on2)C(C)(C)C)c1OC (configuration not stated)	15%	-2%	3	-26%	?	-3	-16%
CCn1c(C)c(C(=O)NCCc2ccccc2)c2cc(OC)ccc21	1%	-2%	19	-14%	-18%	18*	?
C=CCc1ccc(OCCCOc2ccc(C(=O)O)cc2)c(OC)c1	5%	3%	45	-3%	46%[activator]	16	10%
CCS(=O)(=O)N1Cc2ccccc2CC1C(=O)Nc1cccc(OC)c1 (configuration not stated)	-3%	-1%	124*	?	3%	24*	22%
CCCOC1CCCN(C(=O)c2cc(COc3c(F)cccc3F)on2)C1 (configuration not stated)	-4%	-5%	93*	165%[activator]	34%[activator]	47*	-20%
Cc1nc2ccccc2n1C1CC(=O)N(Cc2ccccc2)C1=O (configuration not stated)	/	1%	2	22%	/	-2	5%
CC(=O)c1nc(N2C(=O)C3CC=C(C)CC3C2=O)sc1C (configuration not stated)	-4%	1%	17	?	27%	8	11%
C/C(=N\Nc1ccccc1Cl)c1ccc(-n2ccnc2)cc1	-8%	4%	100*	?	?	31*	?
Cc1nnc(SC(C)C(=O)NC2CCCCC2)s1 (configuration not stated)	2%	/	/	0%	-24%	/	2%
Cc1nc(N)sc1N=Nc1ccc(Br)cc1	-5%	-3%	127*	141%[activator]	/	65*	-10%
OCC1(Cc2ccccc2)CCCN(C2CCCC2)C1 (configuration not stated)	-4%	3%	-17	22%	?	-2	-2%

# Brought forward from above: 2 compounds, then new ones.
mol	TbPYK inhibitor	LmPK inh	Shiga toxin inh	Pf growth 96h	Pf growth 48h	Cycloheximide cs	HCV inhibitor
Cc1nc(N)sc1N=Nc1ccc(Br)cc1	-5%	-3%	127*	141%[activator]	/	65*	-10%
OCC1(Cc2ccccc2)CCCN(C2CCCC2)C1 (configuration not stated)	-4%	3%	-17	22%	?	-2	-2%
CCCn1cc(C(=O)O)cn1	2%	1%	14	3%	17%	6	0%
Cc1cccc(OCc2nnc(SCC(=O)c3c(N)n(C4CC4)c(=O)[nH]c3=O)o2)c1	0%	/	/	?	-10%	/	20%
CC(C)CN(C(=O)CN1CCN(c2ccc(F)cc2)CC1)c1c(N)n(CC(C)C)c(=O)[nH]c1=O	-2%	-3%	-10	75%[activator]	-2%	1	20%
CCCCCOc1ccc(NC(=O)CCCC(=O)O)cc1	1%	3%	-10	-1%	23%	-1	2%
O=c1cc(O)c2c(=O)n(-c3ccccc3)c3ccccc3c2o1	2%	-1%	-5	12µM*	33%[activator]	-3	-1%
Cc1noc(C)c1C(=O)N1CCC(Cc2ccccc2)CC1	2%	3%	-23	/	7%	1	/
O=C(COc1ccc(Cl)cc1Cl)N/N=C/c1ccccn1	-2%	-1%	9	-9%	-14%	13	-3%
CCOc1cc2sc(N3CCC(C(=O)Nc4ccc(C(C)C)cc4)CC3)nc2cc1Br	0%	/	120*	/	/	56*	/
CCCS(=O)(=O)Nc1ccc(-c2cn3c(n2)SCC3)cc1	-17%	-4%	27	60%[activator]	24%	1	-27%
CCOC(=O)N1CCN(C(=O)c2c[nH]c3ccc(S(=O)(=O)N(C)c4ccc(F)cc4)cc3c2=O)CC1	4%	-1%	-7	?	-20%	-2	12%
Cc1cc(SCC(=O)N/N=C/c2ccc(O)cc2O)c(C)cc1Br	3%	3%	-15	/	?	-4	?
C[n+]1cn(/N=C/c2ccccc2)c2ccccc21	-22%	-3%	23	13µM*	?	8	-1%
O=C(Nc1ccc(S(=O)(=O)N2CCCCC2)cc1)C1CC(=O)N(c2ccc(F)cc2)C1 (configuration not stated)	-13%	8%	30	13%	5.2µM*	-2	-23%
Cc1nc(N2CCN(c3ccccc3)CC2)nc2c1C(=O)CC(c1ccccc1)C2 (configuration not stated)	-7%	-2%	15	-10%	13%	-1	-26%
CC(=O)Nc1ccccc1C(=O)C(=O)O	5%	-5%	13	45%[activator]	3%	-2	9%
COC(=O)c1ccc(S(=O)(=O)NCCc2ccccc2OC)n1C	2%	8%	-5	-14%	9%	-3	-14%
COc1ccc(OC)c(CCNC(=O)c2ccc(NC3=NC4CS(=O)(=O)CC4S3)cc2)c1 (configuration not stated)	-9%	-5%	-6	0%	-4%	0	?
Cc1ccc(C)c(NC(=O)CSc2ccc(-c3ccco3)nn2)c1	1%	-5%	8	?	-1%	1	0%
COc1cccc(NC(=O)CSCc2cc(=O)n3ccsc3n2)c1	6%	3%	-12	-14%	23%	-5	24%
CC(C)CCN(C(=O)CNC(=O)c1cccs1)C(C(=O)NC1CCCC1)c1ccncc1 (configuration not stated)	3%	-8%	-17	6%	-22%	1	17%
CCN(CCO)c1ncnc2c1sc1nc(CC(C)C)c3c(c12)CC(C)(C)OC3	-5%	2%	9	15%	42%[activator]	-4	14µM*
CCOC(=O)c1c(-c2ccc(C)cc2)csc1NC(=O)c1cccc(N2C(=O)CCC2=O)c1	7%	0%	-9	42%[activator]	-13%	3	1%
COc1ccc(OC)c(C(=O)COC(=O)c2ccc(C)o2)c1	-7%	2%	20	1%	10%	12	?
CCCCCNC(=O)[C@@H]1CSC2c3ccccc3C(=O)N21 (some centres not stated)	4%	9%	-7	24%	20%	-1	-1%
COC(=O)c1nn(-c2ccc3c(c2)CCN3C(C)=O)cc1O	18µM*	10µM*	-36	33%[activator]	1.3µM*	-11	-6%

# An excerpt of these results, with values under each structure.
# Below each compound: TbPYK inhibitor, LmPK inh, Shiga toxin inh, Pf growth 96h, Pf growth 48h, Cycloheximide cs, HCV inhibitor
Cc1nc(N2CCN(c3ccccc3)CC2)nc2c1C(=O)CC(c1ccccc1)C2 (configuration not stated)
 : -7%, -2%, 15, -10%, 13%, -1, -26%
CC(=O)Nc1ccccc1C(=O)C(=O)O
 : 5%, -5%, 13, 45%[activator], 3%, -2, 9%
COC(=O)c1ccc(S(=O)(=O)NCCc2ccccc2OC)n1C
 : 2%, 8%, -5, -14%, 9%, -3, -14%

# Going on with the list:
mol	TbPYK inhibitor	LmPK inh	Shiga toxin inh	Pf growth 96h	Pf growth 48h	Cycloheximide cs	HCV inhibitor
O=C(N/N=C/c1ccccc1[N+](=O)[O-])c1ccc(CN2CCOCC2)cc1	-4%	-5%	-19	9.3µM*	25%	16	-16%
CN1C(=O)[C@H]2[C@@H](/C=C/c3ccccc3)N3C(=O)CN(CCO)C(=O)[C@@]3(Cc3ccccc3)[C@H]2C1=O	-5%	-4%	-3	37%[activator]	36%[activator]	-3	6%
CCCc1ccc(O)c(N=Cc2cc(Br)cc(OCC)c2O)c1	-9%	-18%	28	?	42%[activator]	12	-21%
CCC1(c2cccc(O)c2)CCCCN(C)C1 (configuration not stated)	0%	/	/	14%	-4%	/	-66%
COc1cc2c(cc1OC)C(C)N(C(=O)c1ccc(C)o1)CC2 (configuration not stated)	-4%	2%	-3	-7%	-12%	-3	?
CCNc1nc(N)c(C(=C(C#N)C#N)c2ccccc2)s1	-10%	-5%	-19	-13%	-3%	-4	?
CCc1cc2c(cc3c(=O)n(CC(=O)N4CCN(c5ccccn5)CC4)nc(CC)n32)s1	0%	1%	-2	26%	2%	-1	7.9µM*
Nc1ccc(S(=O)(=O)Nc2nccc(/C=C/c3cccc(Br)c3)n2)cc1	-8%	4%	-29	-3%	-2%	-2	16%
O=C(Nc1ccc(-c2nc3ccccc3s2)c(O)c1)C1=COCCO1	10%	-2%	73*	180%[activator]	87%[activator]	131*	?
COc1cccc(N(CC(=O)NC2CCCCC2)C(=O)CCC(=O)Nc2nc(C)cs2)c1	8%	-3%	-7	0%	?	-5	-4%
OC1(c2cccc(C(F)(F)F)c2)CCN(Cc2nc(-c3cnccn3)no2)CC1	3%	-10%	-28	-28%	-4%	-1	-10%
O=C(Nc1ccc(Cl)c(S(=O)(=O)N2CCOCC2)c1)c1ccc(Cl)nc1	3%	/	/	7.4µM*	?	/	11µM*
O=C(COC(=O)c1ccc(Sc2ccccc2)c([N+](=O)[O-])c1)NC1CCCc2ccccc21 (configuration not stated)	-3%	1%	9	/	12%	-2	17%
COc1ccc(NC(=O)C2C3C=CC(O3)C2C(=O)NCc2cccnc2)cc1 (configuration not stated)	10%	0%	-13	10µM*	25%	-3	15%
O=C(O)C1CCN1C1CCCCC1 (configuration not stated)	1%	2%	6	?	9%	-4	15%
CCc1ccc(NC(=O)c2cc3c(C)nc4ccccc4c3o2)cc1	-8%	0%	-4	?	?	10	?
COc1cc(S(=O)(=O)N2CCCC2)c(C)cc1C	-5%	-1%	-4	?	9%	-3	8%
O=c1[nH]cnc(O)c1C(c1ccc(Br)cc1)c1c(O)nc[nH]c1=O	0%	3%	-12	?	?	7	21%
COc1ccc2nc(SCC(=O)NCc3ccc4c(c3)OCO4)[nH]c2c1	-17%	5%	22	8%	-5%	1	6%
CCOc1ccccc1NC(=S)NCCc1ccc(F)cc1	-2%	4%	19	59%[activator]	?	-4	?

# Screens from PubChem BioAssay.
